Anthrax LF prot: Bacillus anthracis LF protease inhibitors, primary screen, biochemical, multiplex microsphere, MLPCN library. Lethal factor (Bacillus anthracis), P15917. AID 588501, 2011. 360,000 compounds, 0.12% hits. inhibition, % at 10 µM. multiplex microsphere protease cleavage assay; note: plate controls were buffer without enzyme for full effect and enzyme alone for no effect
TcdB inh: TcdB glycohydrolase inhibitors, primary screen, biochemical, single point, plate reader; TcdB glycohydrolase enzymatic assay; inhibition, % at 9.99 µM; 350,000 compounds, 0.24% hits; in the data active = inhibition above about 10%
Target sequence (P18177 whole entry, looked up): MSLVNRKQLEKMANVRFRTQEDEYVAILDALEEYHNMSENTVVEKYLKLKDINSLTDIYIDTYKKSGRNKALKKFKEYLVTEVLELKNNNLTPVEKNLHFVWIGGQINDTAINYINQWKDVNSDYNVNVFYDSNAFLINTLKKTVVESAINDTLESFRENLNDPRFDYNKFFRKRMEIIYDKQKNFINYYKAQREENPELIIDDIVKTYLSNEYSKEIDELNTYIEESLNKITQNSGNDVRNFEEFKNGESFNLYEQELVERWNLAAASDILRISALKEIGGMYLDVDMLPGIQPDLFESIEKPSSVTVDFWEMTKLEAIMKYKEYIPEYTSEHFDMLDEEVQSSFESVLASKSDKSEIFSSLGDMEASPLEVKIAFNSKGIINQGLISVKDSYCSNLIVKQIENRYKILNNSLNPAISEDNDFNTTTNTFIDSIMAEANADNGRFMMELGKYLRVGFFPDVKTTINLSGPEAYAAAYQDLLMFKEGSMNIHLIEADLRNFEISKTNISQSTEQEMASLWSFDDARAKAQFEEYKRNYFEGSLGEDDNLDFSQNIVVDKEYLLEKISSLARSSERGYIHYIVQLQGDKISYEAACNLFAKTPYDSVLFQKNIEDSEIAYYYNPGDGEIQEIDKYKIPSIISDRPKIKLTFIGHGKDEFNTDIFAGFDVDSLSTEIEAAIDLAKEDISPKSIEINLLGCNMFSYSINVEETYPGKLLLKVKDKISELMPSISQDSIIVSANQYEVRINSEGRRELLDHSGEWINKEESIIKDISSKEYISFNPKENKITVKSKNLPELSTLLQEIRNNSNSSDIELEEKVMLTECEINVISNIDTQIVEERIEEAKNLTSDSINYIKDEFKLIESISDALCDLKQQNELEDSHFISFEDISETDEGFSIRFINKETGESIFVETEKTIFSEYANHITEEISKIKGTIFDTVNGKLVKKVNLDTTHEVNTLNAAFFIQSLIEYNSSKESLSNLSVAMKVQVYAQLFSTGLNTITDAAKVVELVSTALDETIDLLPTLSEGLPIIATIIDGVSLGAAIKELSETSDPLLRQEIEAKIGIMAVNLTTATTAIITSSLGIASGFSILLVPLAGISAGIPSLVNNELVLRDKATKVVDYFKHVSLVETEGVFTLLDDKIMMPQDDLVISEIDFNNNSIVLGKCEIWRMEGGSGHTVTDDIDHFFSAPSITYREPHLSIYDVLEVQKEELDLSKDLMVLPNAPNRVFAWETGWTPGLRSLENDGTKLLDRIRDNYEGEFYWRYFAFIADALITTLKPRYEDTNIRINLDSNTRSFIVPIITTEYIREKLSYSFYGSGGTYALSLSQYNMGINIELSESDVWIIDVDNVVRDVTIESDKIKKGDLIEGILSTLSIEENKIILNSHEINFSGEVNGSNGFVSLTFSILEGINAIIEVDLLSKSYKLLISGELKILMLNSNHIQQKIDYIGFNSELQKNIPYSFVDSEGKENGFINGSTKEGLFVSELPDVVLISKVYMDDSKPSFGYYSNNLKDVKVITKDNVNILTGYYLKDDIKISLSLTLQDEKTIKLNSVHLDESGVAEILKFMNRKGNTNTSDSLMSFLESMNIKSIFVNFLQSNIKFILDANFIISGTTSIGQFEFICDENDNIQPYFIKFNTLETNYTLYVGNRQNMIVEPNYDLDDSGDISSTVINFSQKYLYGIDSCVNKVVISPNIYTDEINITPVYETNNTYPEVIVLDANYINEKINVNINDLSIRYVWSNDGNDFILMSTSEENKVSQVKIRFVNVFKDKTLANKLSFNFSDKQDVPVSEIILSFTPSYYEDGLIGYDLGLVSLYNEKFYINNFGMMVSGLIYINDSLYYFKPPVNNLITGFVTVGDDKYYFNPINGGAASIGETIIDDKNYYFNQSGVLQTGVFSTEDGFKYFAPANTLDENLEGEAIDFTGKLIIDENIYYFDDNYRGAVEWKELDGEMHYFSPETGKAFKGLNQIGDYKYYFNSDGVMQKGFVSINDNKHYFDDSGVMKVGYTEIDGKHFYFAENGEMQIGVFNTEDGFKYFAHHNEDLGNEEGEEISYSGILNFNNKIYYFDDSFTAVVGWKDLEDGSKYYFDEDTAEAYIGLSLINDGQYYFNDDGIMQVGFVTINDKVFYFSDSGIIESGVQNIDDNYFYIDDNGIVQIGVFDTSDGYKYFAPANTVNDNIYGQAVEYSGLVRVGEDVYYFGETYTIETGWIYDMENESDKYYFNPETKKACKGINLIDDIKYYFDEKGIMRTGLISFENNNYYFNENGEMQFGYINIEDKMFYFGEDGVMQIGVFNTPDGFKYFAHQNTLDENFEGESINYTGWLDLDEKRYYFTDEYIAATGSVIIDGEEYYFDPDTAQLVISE
SSB-PriA inh: inhibitors of Klebsiella pneumoniae PriA binding to SSB C-terminal tail, primary screen, biochemical, AlphaScreen. PriA–SSB C-terminal tail interaction (Klebsiella pneumoniae). AlphaScreen SSBct-PriA binding, biotinylated peptide. inhibition, % at 33 µM. 430,000 compounds, 0.6% hits. AID 1272365, 2023; in the data active = inhibition mostly above about 37%, no sharp cut-off; inactive = mostly below about 20%;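 note: plate controls were negative control peptide for no effect and reference peptide for full effect; strong numbers were not always called active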
3CLpro inhibitor: SARS-CoV 3CLpro protease inhibitors, primary screen, biochemical, quenched FRET. Replicase polyprotein 1ab (Severe acute respiratory syndrome coronavirus), P0C6X7. recombinant SARS-CoV 3CLpro, quenched FRET peptide cleavage. inhibition, % at 6 µM. 290,000 compounds, 0.14% hits. AID 1706, 2009; in the data active = inhibition above about 12%
PfHsp40 yeast: rescue of yeast from PfHsp40 toxicity, primary screen, S. cerevisiae, ATP luminescence; 340,000 compounds, 0.68% hits; S. cerevisiae expressing PfHsp40, growth rescue; growth rescue, % at 12.5 µM; in the data active = growth rescue above about 28%, passing the limit was not always enough; inconclusive = no clear call, values can overlap the other calls;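 note: yeast W303a lacking pdr1 and pdr3 grown in galactose medium; growth measured after three days at 30 °C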
CCHF vOTU inh: CCHFV vOTU protease inhibitors, primary screen, biochemical, Pep-AMC substrate, fluorescence. inhibition, % at 11.5 µM. Crimean-Congo hemorrhagic fever virus L polyprotein viral ovarian tumor (vOTU) protease …. 370,000 compounds, 0.55% hits. AID 651958, 2012; in the data active = inhibition above about 30%; note: 0% = vehicle wells with enzyme and 100% = no enzyme wells
Yp Topo-I inh: Yersinia pestis topoisomerase I inhibitors, primary screen, biochemical, cleavage product accumulation, plate reader, single point; 360,000 compounds, 0.064% hits; activity, % at 10 µM; Y. pestis Topo-I cleavage product accumulation; DNA topoisomerase I (Yersinia pestis CO92); in the data active = activity above about 50%, passing the limit was not always enough; inconclusive = no clear call, values can overlap the other calls; note: inactives centre near 2
Vc quorum ag: inducers of Vibrio cholerae quorum light production without autoinducers, primary screen, BH1578 luxS cqsA deficient, single point | activation, % at 18.7 µM | 350,000 compounds, 0.16% hits | V. cholerae BH1578 lux reporter, luminescence, 6 h; in the data active = activation mostly above about 9.7%, no sharp cut-off; inconclusive = no clear call, values can overlap the other calls; inactive = mostly below about 3.7%; note: not every result past the cut was called active; inactives centre near 0; reference of the scale not given here
VHR inh abs: VHR1 phosphatase inhibitors, primary screen, biochemical, absorbance, uHTS | recombinant VHR phosphatase, pNPP absorbance | 290,000 compounds, 0.52% hits | inhibition, % at 13.3 µM | Dual specificity protein phosphatase 3 (Homo sapiens), P51452 | AID 1654, 2009; in the data active = inhibition above about 50%; note: some compounds called inactive have numbers as strong as hits
BoNT-A LC inh2: BoNT/A light chain protease inhibitors, primary screen, biochemical, flow cytometry, MLPCN library; multiplex microsphere protease substrate cleavage; inhibition, % at 10 µM; 360,000 compounds, 0.17% hits; note: plate controls were buffer without enzyme for full effect and enzyme alone for no effect
Numbers without * were called inactive; i = inactive; ? = inconclusive; nt = not tested or not shown; & = joins results of further samples. Cut-off read from the data, not from the text of the source, unless noted: active = inhibition above about 30%; inconclusive = no clear call, values can overlap the other calls; inactive = below that. Only part of the results is shown, so the mix of outcomes need not match the whole.

item | Structure | Anthrax LF prot | TcdB inh | SSB-PriA inh | 3CLpro inhibitor | PfHsp40 yeast | CCHF vOTU inh | Yp Topo-I inh | Vc quorum ag | VHR inh abs | BoNT-A LC inh2
1 | Cc1cccc(NS(=O)(=O)c2cc(C(=O)N3CCOCC3)ccc2Cl)c1 | -2 | 4.3 | 11 | -1 | 0.5 | 4 | 2 | -0.4 | -22 | 0.7
2 | CCC(CO)Oc1cc(NC(=O)c2ccc(C)cc2)c2ncn(C(C)C)c2c1 (stereo unspecified) | 3 | 0.7 | -10 | nt | 2.0 | 2 | 15 | i | nt | 0.0
3 | CC(C)c1ccc(N=C2N=C(N)c3ccccc32)cc1 | -2 | 4.3 | 6 | 3 | -2.4 | 7 | 2 | -0.5 | 1 | 1.6
4 | Cc1[nH]nc(-c2ccc(OCc3cnn(-c4ccccc4)c3)c(C)c2O)c1Oc1ccccc1 | -3 | nt | 4 | -4 | -0.1 | 3 | -2 | -0.3 | 24 | -0.8
5 | COc1ccc(OC)c(NC(=S)N2CCN(c3ccccn3)CC2)c1 | 0 | nt | -7 | 1 | 2.0 | -8 | 0 | -0.4 | 21 | 0.4
6 | O=C1NC[C@@H](CCCCN2C[C@H](Cc3ccc(O)cc3)N(CCc3ccccc3)C(=O)C2=O)N(CCC2CCCCC2)C1=O | -2 | 0.0 | nt | nt | nt | 8 | nt | nt | nt | 0.0
7 | CC(C)C(C(=O)NC1CCCC1)N(CC1CCCO1)C(=O)CNS(=O)(=O)c1ccccc1 (stereo unspecified) | 0 | 0.6 | -8 | 3 | -1.0 | 4 | 0 | -0.2 | 12 | -2.7
8 | O=C(Nc1ncc(Cc2cccc(Cl)c2Cl)s1)c1ccc([N+](=O)[O-])cc1 | -6 | nt | -3 | -3 | -0.6 | 0 | 2 | -0.2 | 6 | -0.9
9 | CCSc1nnc2nc3[nH]c4c(C)cccc4c3nn12 | 0 | 1.0 | 1 | 3 | -0.4 | -6 | -3 | -0.4 | -5 | 0.1
10 | O=C(c1ccc(Cl)cc1)N1N=CCC1(O)c1ccc(Cl)cc1 (stereo unspecified) | 6 | 0.9 | 4 | 3 | -1.1 | 24 | 0 | 0.5 | 8 | ?
11 | CN(C(=O)CSc1nc2scc(-c3ccccc3)c2c(=O)[nH]1)c1ccccc1 | -7 | 1.4 | 4 | nt | 3.4 | 27 | 21 | -0.6 | nt | -0.2
12 | COCCN1C(=O)CCC1(C)C(=O)NC1CCCCC1 (stereo unspecified) | -3 | 0.6 | nt | nt | nt | 14 | nt | nt | nt | -0.2
13 | COc1ccc(C(=O)Nc2cccnc2Sc2ccc(Cl)cc2)cc1 | -3 | 2.7 | -16 | 1 | -0.3 | 5 | 3 | 0.9 | 5 | -0.1
14 | Cc1ccccc1C(=O)Nc1nnc(CC(=O)N/N=C/c2ccco2)s1 | 1 | 0.7 | i | 0 | 0.2 | 6 | 2 | -0.1 | -13 | -0.1
15 | CCCCOc1ccc(-c2c(C#N)c(N)nc(SCC(N)=O)c2C#N)cc1 | 1 | nt | -2 | 6 | -0.2 | 16 | -10 | 3.6 | 10 | 0.7
16 | O=C(/C(=C/O)N=Nc1ccccc1Cl)c1ccccc1 | -16 | -1.2 | nt | 2 | 2.1 | 7 | 7 | -0.4 | 17 | -0.2
17 | COc1ccc(C(=O)NC2CC(C)(C)Cc3c2cnn3-c2ccccc2C)o1 (stereo unspecified) | -1 | 0.5 | 20 | -4 | 2.4 | -1 | 19 | -0.6 | 11 | -0.2
18 | CCCc1cc(=O)n2[nH]c(NCc3ccc(OC)cc3)nc2n1 | -4 | 1.5 | -12 | -6 | -0.5 | 0 | 3 | -1.2 | 8 | 0.1
19 | CCCCN1CC(N2CCCCC2)CS1(=O)=O (stereo unspecified) | -10 | -0.1 | nt | nt | nt | 7 | nt | nt | nt | 0.9
20 | Cn1c(N)c(C(=O)COC(=O)C2(c3ccccc3F)CCCC2)c(=O)n(C)c1=O | -5 | nt | -2 | -1 | 2.7 | 7 | 2 | i | 19 | 0.0
21 | N#Cc1cc2c(=O)n3ccccc3nc2n(-c2ccccc2Cl)c1=O | 1 | 1.2 | -13 | 4 | -1.6 | -377 | -1 | -0.9 | 6 | -0.6
22 | Cc1c(CCOC(=O)C23CC4(C)CC(C)(CC(C)(C4)C2)C3)sc[n+]1CC(=O)c1ccccc1 | -3 | 1.8 | 6 | 1 | 0.3 | 18 | 2 | i | 0 | 1.0
23 | COCCn1c(C)cc(C(=O)COc2ccc(C)nc2[N+](=O)[O-])c1C | -1 | -0.2 | 47* | -1 | 0.2 | 8 | -6 | 0.0 | -1 | -0.2
24 | CN(/N=C/c1cccnc1)c1cnc2ccccc2n1 | -3 | -0.1 | nt | 8 | 3.7 | 16 | 17 | -0.5 | 32 | -0.5
25 | Cc1cccc2cc(CN(Cc3ccccc3)C(=S)NCCCN(C)C)c(=O)[nH]c12 | -7 | 0.1 | -10 | 1 | -0.7 | -1 | -18 | 0.1 | 15 | -0.8
26 | c1ccc(C(=C2CCCO2)c2ccccc2)cc1 | 1 | -0.5 | -9 | nt | 0.2 | -4 | 8 | -2.2 | nt | -0.3
27 | COc1ccc(C)cc1S(=O)(=O)N1CCCCCC1 | -2 | -0.3 | -7 | 0 | 0.1 | 1 | 7 | -2.1 | 28 | 0.4
28 | COc1ccccc1C(=O)Nc1ccccc1C(=O)NC1CCCCC1 | -2 | 0.5 | -7 | 3 | 0.1 | 0 | -4 | i | 19 | 1.9
29 | COc1cc(C(=O)Nc2ccc(Br)cc2C(=O)c2cc(OC)c(OC)c(OC)c2)cc(OC)c1OC | -2 | nt | 6 | 2 | 0.9 | 18 | 4 | -0.2 | -10 | -0.5
30 | NS(=O)(=O)c1ccc(CCNC(=O)COC(=O)c2ccc([N+](=O)[O-])o2)cc1 | -4 | -0.6 | 2 | nt | -0.7 | 17 | 1 | 0.8 | nt | -0.6
31 | Clc1ccc(CNc2ncccn2)cc1 | 2 | -0.4 | -2 | -3 | 0.3 | 14 | 6 | 0.6 | 24 | 0.3
32 | C[C@H](CO)N1C[C@H](C)[C@H](CN(C)S(=O)(=O)c2ccccc2)Oc2c(NS(C)(=O)=O)cccc2C1=O | -1 | -5.8&0.3 | -3 | nt | 0.2 | -8 | -1 | i | nt | 0.3
33 | O=[N+]([O-])c1ccc(N/N=C/c2ccccc2)cc1 | nt | -0.9 | i | 9 | 2.0 | 3 | -9 | -1.3 | 8 | nt
34 | COc1ccc2c(c1)CCO[C@]21O[C@H](CCO)C[C@H](O)[C@H]1O | -7 | 0.7 | nt | nt | nt | 2 | -1 | i | nt | -0.3
35 | CCCCCCN1C=CC=C/C1=C\C=C(C#N)C#N | nt | 2.6 | 12 | -1 | 0.1 | 7 | -2 | -0.8 | 1 | nt
36 | O=C(Nc1ccc(F)cc1)c1ccc(NC(=O)C2CCCO2)cc1 (stereo unspecified) | -8 | nt | -5 | -5 | -0.5 | nt | 1 | -1.3 | 12 | -1.5
37 | CCN1CCN(c2ccc(NC(=O)c3ccc4c(c3)[nH]c(=O)n4Cc3ccc(F)cc3)cc2)CC1 | -8 | 0.5 | 1 | -9 | -1.0 | 5 | -4 | -4.2 | 0 | -1.0
38 | N#CCCn1cc(C(=O)CN2C(=O)C(=O)N(C3CCCC3)C2=O)c2ccccc21 | 3 | 2.1 | -2 | nt | -0.5 | 10 | -13 | 5.0 | nt | 2.3
39 | O=C(NCCO)c1cc2c(s1)CCC2 | -3 | nt | -17 | -7 | 0.3 | 7 | 4 | i | 0 | -0.7
40 | O=C(NCCc1ccc(Cl)cc1)C1CCCN(S(=O)(=O)N2CCCCCC2)C1 (stereo unspecified) | 5 | 1.0 | -3 | 2 | 9.4 | 6 | 33 | -0.2 | -9 | 1.1
41 | COc1cc(NC(=O)CN2C(=O)NC(CC(C)C)C2=O)cc(OC)c1OC (stereo unspecified) | 1 | -0.8 | 11 | nt | 0.0 | 1 | -11 | -0.3 | nt | 0.1
42 | CCCC1(CCC)NC(=O)N(CC(=O)Nc2cccc(OC)c2)C1=O | -1 | nt | -7 | -5 | 0.0 | -1 | -9 | i | 15 | 0.3
43 | Fc1ccc(-c2n[nH]c(=S)c3ccccc23)cc1 | -2 | 0.7 | -7 | 1 | 2.5 | 4 | 5 | -0.9 | -2 | 1.4
44 | CCOC(=O)c1cc(NC(=O)c2c(C)noc2C)cc(C(=O)OCC)c1 | -4 | nt | -7 | 5 | 1.1 | -1 | -2 | i | 12 | -0.1
45 | N#Cc1nc(-c2ccccc2Cl)oc1N1CCCCC1 | -2 | nt | 48* | 3 | 5.6 | 5 | 4 | 3.2 | -28 | -0.7
46 | O=C1CCN(CCc2ccccc2)CCN1CCO | -3 | -0.5 | -8 | -4 | -1.3 | 6 | 10 | i | -3 | -0.3
47 | Cc1cc(S(=O)(=O)n2[nH]c(=O)c(CCO)c2C)c(Cl)cc1Cl | -2 | 0.7 | -5 | -1 | 3.2 | -6 | 6 | i | -11 | 0.1
48 | COc1cccc(NC(=O)N2CCCC2C(=O)NC(C)C)c1 (stereo unspecified) | -20 | nt | -5 | -4 | -0.5 | -8 | -5 | -0.4 | -15 | -1.0
49 | COc1cc(NC(=O)c2ccccc2[N+](=O)[O-])ccc1NC(=O)C(C)C | 2 | 1.7 | 5 | -4 | -0.1 | -8 | -9 | 0.5 | 5 | 1.5
50 | CSCCC(NC(=O)c1cccc(C)c1)C(=O)OCN1C(=O)c2ccccc2C1=O (stereo unspecified) | 4 | 3.1 | -5 | nt | -1.4 | -10 | 9 | i | nt | -0.4
51 | O=C(CSc1ncnc2sc(-c3ccccc3)cc12)NC1CCS(=O)(=O)C1 (stereo unspecified) | -1 | 1.5 | -9 | 4 | -0.5 | -9 | 38 | -0.2 | 26 | 0.8
52 | Clc1ccccc1CNc1ncnc2nc[nH]c12 | 12 | 3.9 | -20 | 0 | -1.7 | -2 | -7 | -0.3 | 8 | 0.4
53 | CCc1ccc(-n2c(C)cc(/C=N/NC(=O)OC)c2C)cc1 | -4 | -2.7 | nt | -2 | -0.9 | 6 | -6 | i | -2 | 0.3
54 | CCOc1ccc(C(=O)CCC(=O)Nc2ccc(C)cn2)cc1 | 3 | 0.9 | -9 | nt | 0.1 | -3 | 0 | i | nt | 3.4
55 | O=C(CCN1C(=O)/C(=C/c2ccccc2Cl)SC1=S)NC1C=CS(=O)(=O)C1 (stereo unspecified) | -3 | 0.3 | 5 | 3 | -0.6 | -8 | 16 | -0.3 | -13 | -0.5
56 | Cc1cccc(NC(=O)C(C)Sc2nc3ccccc3c(=O)n2CCCN2CCOCC2)c1 (stereo unspecified) | -12 | 0.3 | -1 | nt | -0.1 | 2 | 25 | 5.7 | nt | -51

Assay outcomes as filed in PubChem BioAssay.
